# H37Rv inhibition: M. tuberculosis growth inhibition, HTS (AID 449762); 330,000 tested, 0.59% active; M. tuberculosis H37Rv growth inhibition, 7H9 media; higher % means a stronger effect; inhibition, % at 25 µM, or IC50 in µM where a hit was titrated; in the data active = a potency from the dose series; inconclusive = inhibition above about 70% without an active follow-up result;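 note: bacterial growth assessed after seven days of incubation; strong numbers were not always called active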
# influenza NS1A: H1N1 influenza NS1A inhibitors, functional cell based assay (AID 504329); NS1A functional cell-based assay, percent inhibition; higher % means a stronger effect; inhibition, % at 12.5 µM, or IC50 in µM where a hit was titrated; 340,000 tested, 0.3% active; in the data active = a potency from the dose series; inconclusive = inhibition above about 27% without an active follow-up result; note: strong numbers were not always called active
# M. tuberculosis: growth inhibition of non-replicating M. tuberculosis (AID 488890); Mycobacterium tuberculosis non-replicating, growth inhibition; higher % means a stronger effect; 320,000 tested, 0.39% active; inhibition, % at 25 µM, or IC50 in µM where a hit was titrated; in the data active = a potency from the dose series; inconclusive = inhibition mostly from about 82% at the one dose, without a potency; inactive = the rest, 99 in 100 with inhibition below about 76%;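 note: plate controls were DMSO cells for no effect and high antibiotic wells for full effect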
# inhibitors of VEEV: inhibitors of VEEV TC-83 cytopathic effect, confirmation, Vero cells (AID 588727); one-dose inhibition, % at 20 µM; IC50 in µM for titrated hits; 350,000 tested, 0.13% active; Vero cells, VEEV TC-83 cytopathic effect inhibition; higher % means a stronger effect; in the data active = a potency from the dose series; inconclusive = inhibition mostly from about 14% at the one dose, without a potency; inactive = the rest, 99 in 100 with inhibition below about 12%; note: strong numbers were not always called active
# Salmonella PhoP GFP: PhoP regulon inhibitors, Salmonella typhi PhoP promoter GFP reporter, confirmatory (AID 1850) | 310,000 tested, 0.33% active | Salmonella Typhi PhoP-promoter GFP reporter, fluorescence, 4 h; higher % means a stronger effect | one-dose inhibition, % at 50 µM; IC50 in µM for titrated hits; in the data active = a potency from the dose series; inconclusive = inhibition mostly from about 25% at the one dose, without a potency; inactive = the rest, 99 in 100 with inhibition below about 19%;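 note: 0% = induced wells with vehicle and 100% = uninduced wells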
# inhibitors of VEEV 10K pilot screen: second read-out of inhibitors of VEEV, no call of its own (marks repeat the call); inhibition, %; measured here: 10K pilot screen inhibition
# Starred values were filed as active, the others as inactive; i = inactive; ? = inconclusive; / = no result given; & = joins results of further samples.
SMILES,H37Rv inhibition,influenza NS1A,M. tuberculosis,inhibitors of VEEV,Salmonella PhoP GFP,others
O=C(CC1SC(=O)N(Cc2ccccc2Cl)C1=O)Nc1nccs1 (centres undefined),1%,-1%,-9%,0.6%,7%,
COc1ccccc1N1CCN(C(=O)CCn2c(=O)[nH]c3ccsc3c2=O)CC1,5%,6%,86%,8.2%,-3%,
O=C(c1cccn2c(=O)c3cc(Cl)ccc3nc12)N1CCN(Cc2ccc3c(c2)OCO3)CC1,65%,-11%,48%,i,-5%,
Cc1cc(C)n(-c2nnc(C)n2NS(C)(=O)=O)n1,-7%,8%,-6%,2.9%,1%,
CC(C(=O)Nc1ccc(Br)cc1C(=O)c1ccccc1)N1CCCCC1 (centres undefined),12%,-1%,6%,i,8%,
C/C(=N/NS(=O)(=O)c1ccc(C)cc1)c1c[nH]c2ccccc12,2%,-1%,-7%,2.2%,-2%,
COc1cccc(CNc2cccc3cccnc23)c1O,29%,29%,26%,i,-8%,
COc1ccc(C(C)=O)cc1CSc1nnc(-c2ccc(Cl)cc2)n1-c1ccccc1,-7%,-9%,31%,7.5%,8%,
Cc1ccc(/C(N)=N/OC(=O)c2cccc(Cn3cc(C(F)(F)F)ccc3=O)c2)cc1,31%,-23%,39%,7.9%,0%,
O=C(CCN1C(=O)c2ccccc2C1=O)C1=NN[C@@H]2C(=O)N(c3cccc(F)c3)C(=O)[C@H]12,-27%,-10%,-14%,1.5%,0%,
CCOC(OCC)P(=O)(C(C)C)C(C)C,-5%,-4%,-7%,0.3%,6%,
CC1CCN(C(=O)CSc2nnc(-c3ccncc3)n2C)CC1,-2%,-5%,-4%,1.3%,-16%,
C/C(N)=C(/C#N)C(=O)CSc1nnc(Cc2ccccc2F)n1N,-1%,-9%&12%,-6%,1.0%&1.0%,7%,
O=C1CC(NS(=O)(=O)c2cccnc2)CN1c1ccc(Cl)cc1 (centres undefined),-2%,-6%,-19%,2.3%,-2%,
COc1ccc(C(=O)C2CCCN(Cc3cc(C)c(O)c(C)c3)C2)c(OC)c1 (centres undefined),-1%,-1%,-4%,0.1%,-9%,
CC1CCCCC1NC(=O)CCCCCn1c(=S)[nH]c2ccsc2c1=O (centres undefined),-2%,-2%,-9%,1.0%,-5%,
CN(C)CCNC(=O)CNC(=S)N(Cc1ccccc1)Cc1cccnc1,4%,-2%,-24%,0.1%,-4%,
O=C1CCN(CCc2ccccc2)CCN1[C@H](CSc1ccccc1)Cc1ccccc1,14%,7%,47%,1.4%,-5%,
COc1cc(SC)ccc1C(=O)OC(C)C(=O)Nc1ccc(NC(C)=O)cc1 (centres undefined),5%,1%,-3%,2.5%,-3%,
O=C(Nc1ccccc1)c1ccc(-c2ccccc2Cl)o1,-3%,-5%,24%,0.4%,5%,
Cc1cccc(N2CCN(C(=O)Cn3cccc3C(=O)c3ccccc3)CC2)c1C,-2%,4%,?,7.3%,-19%,
CCOc1ccc(OCC(=O)OCC(=O)NCC2CCCO2)cc1 (centres undefined),-4%,-10%,3%,0.3%,/,
CSc1ccccc1NC(=O)CN1CCN(c2ccccn2)CC1,-5%,-2%,13%,1.4%,-4%,
CC1=C(C(=O)Nc2cc(C(=O)NCCCOC(C)C)ccc2C)SCCO1,6%,17%,-8%,i,2%,
CCN(CC)CCCn1c(C)cc2c(c1=O)C(c1ccc(OC)c(OC)c1OC)C(C#N)=C(N)O2 (centres undefined),-4%,-8%,-14%,0.2%,-8%,
Cn1c(=O)c2c(nc(N3CCN(Cc4ccccc4)CC3)n2CCCc2ccccc2)n(C)c1=O,46%,-1%,34%,7.6%,-1%,
CCOc1ccc(NC(=O)C2CCCN2S(=O)(=O)c2ccc(OCC)cc2)cc1 (centres undefined),13%,-7%,18%,i,-37%,
O=C1Nc2ccccc2/C1=N\N=C\c1ccc(O)c(O)c1,-3%,9%,-18%,0.7%,8%,
CCC1CCCCN1C(=O)CSc1nnc(-c2cccc(Cl)c2)o1 (centres undefined),-2%,1%,54%,1.2%,-8%,
Cc1ccc(S(=O)(=O)N2CCC[C@H]2C(=O)NC2=NCCS2)cc1,/,-3%,/,0.8%,/,
Cc1[nH]nc2c1C(c1cccc(OC(=O)N3CCOCC3)c1)C(C#N)=C(N)O2 (centres undefined),-1%,-1%,-9%,1.5%,6%,
CC(C)(C)C1=CC(=O)C(=O)C(C(C)(C)C)=C1,8%,-9%,41%,6.0%,-1%,
CCN(CC)S(=O)(=O)c1ccc2c(c1)c(=O)c(C(=O)NCCc1ccc(OC)c(OC)c1)cn2C,/,3%,/,8.4%,/,
COc1cc(NC(=O)c2noc3c2CCCC3)c(OC)cc1Cl,-3%,-1%,0%,1.4%,-7%,
COc1ccc(NS(=O)(=O)c2cccc(C(=O)N/N=C/c3cn(-c4ccccc4)nc3-c3ccc(OC)cc3)c2)cc1,2%,0%,-1%,3.1%,1%,
COCCCNC(=O)C1CCC(CNS(=O)(=O)c2ccc(Cl)cc2)CC1 (centres undefined),6%,13%,0%,0.7%,-2%,
CN(NC(=O)Nc1ccc(Cl)cc1)c1ncc(C(F)(F)F)cc1Cl,10%,1%,9%,i,-4%,
Cc1cc2oc(C(=O)Nc3ccc(S(=O)(=O)Nc4ncccn4)cc3)cc(=O)c2cc1Cl,6%,0%,7%,1.2%,-5%,
CC(NC(=O)NNC(=O)c1ccncc1)(C(F)(F)F)C(F)(F)F,?,11%,57%,0.9%,4%,
O=C(CSc1nc2ccccc2c(=O)n1-c1ccccc1Cl)NCC1CCCO1 (centres undefined),8%,-2%,-15%,0.5%,/,
CCOC(=O)N1CCN(c2nc(-c3cccs3)nc3ccccc23)CC1,13%,10%,29%,7.8%,5%,
Cc1nnc(C)n1/N=C/c1ccccc1,-13%,-2%,2%,i,-6%,
COc1cccc2cc(-c3cc(=O)oc4cc(C)c(OCC(C)=O)cc34)oc12,4%,10%,-6%,?,-25%,
N#C/C(=N\Nc1ccc(Cl)cc1)C(N)=S,59%,6%,?,5.6%,-1%,
O=C1NC(=O)C2C1C(c1ccccc1)N1C3C(=O)NC(=O)C3C(c3ccccc3)N21 (centres undefined),-4%,4%,0%,0.6%,8%,

# Arranged by length of the SMILES (descending): part of the list above.
SMILES,H37Rv inhibition,influenza NS1A,M. tuberculosis,inhibitors of VEEV,Salmonella PhoP GFP,others
CCN(CC)S(=O)(=O)c1ccc2c(c1)c(=O)c(C(=O)NCCc1ccc(OC)c(OC)c1)cn2C,/,3%,/,8.4%,/,
O=C1NC(=O)C2C1C(c1ccccc1)N1C3C(=O)NC(=O)C3C(c3ccccc3)N21 (centres undefined),-4%,4%,0%,0.6%,8%,
O=C(CSc1nc2ccccc2c(=O)n1-c1ccccc1Cl)NCC1CCCO1 (centres undefined),8%,-2%,-15%,0.5%,/,

# (cont.)
SMILES,H37Rv inhibition,influenza NS1A,M. tuberculosis,inhibitors of VEEV,Salmonella PhoP GFP,others
CC1Nc2ccccc2C(=O)N1NC(=O)c1ccc(Br)cc1 (centres undefined),1%,-2%,8%,i,-5%,
CCc1cc(=O)n2[nH]c(C)c(-c3ccccc3OC)c2n1,-6%,-9%,9%,1.3%,4%,
CC(C)c1nnc(NC(=O)c2ccc(S(=O)(=O)N3CCOCC3)cc2)s1,3%,1%,5%,1.7%,-1%,
CCCOC(=O)NC(CC)COC(=O)Nc1cccc(C)c1C (centres undefined),-2%,-3%,17%,3.8%,-17%,
CC(=O)CSc1ncnc2sc3c(c12)CCC(C)C3 (centres undefined),2%,10%,18%,2.4%,-7%,
CCC(=NCC1CCCO1)c1c(O)[nH]c(=O)[nH]c1=O (centres undefined),-3%,2%,-3%,2.0%,-6%,
CC1(C)CC(=O)C(C=Nc2cccnc2)=C(O)C1,5%,6%,-5%,1.4%,-1%,
CC(=O)c1cc(F)c(N2CCN(CCC#N)CC2)cc1C,-1%,3%,-8%,2.1%,0%,
Cn1nc(C(=O)Nc2cccc(C(F)(F)F)c2)ccc1=O,-4%,1%,5%,i,-7%,
CC1(CCc2ccccc2)NC(=O)N(CC(=O)Nc2ccc(OC(F)F)cc2)C1=O (centres undefined),3%,-9%,2%,1.6%,/,
Cc1cc(C)c[n+](CC(=O)c2cc3ccccc3oc2=O)c1,-7%,7%,-4%,2.9%,8%,
Cn1ncc2c(=O)n(/N=C/c3ccccc3)cnc21,1%,-33%,-6%,0.1%,-11%,
CN1C(=O)Cc2cc(S(=O)(=O)NCc3c(F)cccc3Cl)ccc21,1%,-11%,14%,0.9%,1%,
CCOc1ccc(N2CC(C(=O)NCCN3C(=O)S/C(=C\c4ccc(OC)c(OC)c4)C3=O)CC2=O)cc1 (centres undefined),-1%,-1%,1%,0.4%,-6%,
Cc1ccccc1C(=O)N=c1c(C#N)cc2c(=O)n3cccc(C)c3nc2n1Cc1ccco1,11%,/,7%,/,-1%,

# 3 consecutive records from above, quoted:
SMILES,H37Rv inhibition,influenza NS1A,M. tuberculosis,inhibitors of VEEV,Salmonella PhoP GFP,others
CN1C(=O)Cc2cc(S(=O)(=O)NCc3c(F)cccc3Cl)ccc21,1%,-11%,14%,0.9%,1%,
CCOc1ccc(N2CC(C(=O)NCCN3C(=O)S/C(=C\c4ccc(OC)c(OC)c4)C3=O)CC2=O)cc1 (centres undefined),-1%,-1%,1%,0.4%,-6%,
Cc1ccccc1C(=O)N=c1c(C#N)cc2c(=O)n3cccc(C)c3nc2n1Cc1ccco1,11%,/,7%,/,-1%,

# The list goes on:
SMILES,H37Rv inhibition,influenza NS1A,M. tuberculosis,inhibitors of VEEV,Salmonella PhoP GFP,others
Cc1cc(C)cc(-n2ncc3c2CCCC3NC(=O)c2ccccc2N2CCOCC2)c1 (centres undefined),7%,0%,27%,1.3%,2%,
CC(=O)COc1cc2c(-c3cc4ccccc4o3)cc(=O)oc2cc1C,5%,5%,8%,?,-8%,
NC(=O)c1csc(-c2ccncc2)n1,-4%,-17%,4%,i,8%,
CC1CCCCN1C(=O)c1cnn2c(C(F)(F)F)cc(-c3ccco3)nc12 (centres undefined),4%,-5%,12%,7.3%,8%,
CCC(c1nnnn1Cc1ccccc1)N1CCN(c2ccccc2)CC1 (centres undefined),-4%,6%,5%,0.8%,-5%,
CCOc1ccc(/C=C/C(=O)c2c(O)c3ccccc3oc2=O)cc1,52%,-10%,?,2.8%,-44%,
Cc1nc(NC(=O)/C=C/c2ccccc2)sc1C(=O)N(C)C,2%,-7%,4%,1.3%,5%,
C=CCn1c(SC)nccc1=O,/,-25%,/,1.1%,/,
CC(=O)N(C1=C(Cl)C(=O)c2ccccc2C1=O)C1CCCCC1,49%,10%,?,29%,-13%,
CC(=O)c1cccc(S(=O)(=O)NC2CC2)c1,-2%,-7%,1%,0.7%,-12%,
CCOC(=O)C1=C(NC(=S)NC(=O)c2ccccc2)c2ccccc2CC1(C)CC (centres undefined),10%,4%,37%,11%,-12%,inhibitors of VEEV 10K pilot screen=21
CCN1CCN(c2cc(C)c3cc(NC(=S)N4CC(C)CC(C)C4)ccc3n2)CC1 (centres undefined),/,-3%,/,8.9%,/,
O=C1CCC(C(=O)N2CCSCC2)CN1Cc1cccc(C(F)(F)F)c1 (centres undefined),1%,-3%,-16%,2.6%,-1%,
COc1ccc(C(=O)N2CCC(C(=O)N3CCN(c4ccc(OC)cc4)CC3)CC2)cc1,-6%,2%,0%,0.5%,-6%,
COc1ccc(S(=O)(=O)N2CCOC23CCN(C(=O)c2c(F)cccc2Cl)CC3)cc1,9%,2%,32%,0.4%,5%,
C[C@]12C=CC(=O)C=C1CCC1C3CC[C@](O)(C(=O)CO)[C@@]3(C)CC3OC312 (some centres undefined),-5%,1%,-8%,0.3%,3%,
CCn1cc(/C=C(\NC(=O)c2ccc(OC)c(OC)c2)C(=O)NCCCN2CCOCC2)c2ccccc21,/,-9%,/,0.3%,/,
C=CCc1c(C)[nH]c(=O)[nH]c1=O,4%,-4%,4%,i,-3%,
O=C(c1cnc(-c2ccc(Cl)cc2)s1)c1ccc(Cl)cc1Cl,-7%,2%,11%,4.9%,-3%,
C/C(=N\NC(=O)c1c(C)nc2ccccn12)c1ccco1,0%,-12%,-2%,0.1%,-7%,
Cn1c(=O)c2c(nc(CN3CCC(C(N)=O)CC3)n2CCCc2ccccc2)n(C)c1=O,0%,-5%,-2%,0.1%,2%,
CCn1cc(C(=O)N2CCOCC2)c2ccccc21,6%,4%,3%,0.9%,8%,
CC1Cc2ccccc2N1C(=O)CN1CCC(C(N)=O)CC1 (centres undefined),0%,3%,-6%,i,-2%,
Cn1c(N)c(C(=O)COC(=O)COc2ccc(Br)cc2)c(=O)n(C)c1=O,-12%,-10%,60%,1.8%,/,
Brc1ccc(NCc2nnc3n2CCCCC3)cc1,1%,-1%,-13%,i,8%,
c1cnc(Sc2ccc3nnnn3n2)nc1,2%,0%,-1%,0.6%,9%,

# From PubChem
